HP1b chromo inh = inhibitors of HP1-beta chromodomain binding to methylated histone tails; P83916; AlphaScreen HP1-beta / biotin-H3K9me3 peptide binding; Potency, µM (series often up to 114 µM), for inactives: at the highest dose activity change, negative = inhibition, most hits filed as inhibitors; actives 0.56% (n = 390,000); note: nearly all actives have a fitted effect of over 70% in size; inactives centre near 23
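Compound inhibition of the preformed complex between 50 nM HP1-beta and 50 nM biotinylated H3K9me3 peptide was read by AlphaScreen. Buffer was PBS pH 7.4 with 0.01% Tween-20. Incubations ran 30 min at room temperature, with 10 ug/mL donor/acceptor beads.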
RGS4 inhibitor = blocks human RGS4-accelerated GTP hydrolysis. P49798. actives 0.039% (n = 390,000). Potency, µM (highest dose often 114 µM), inactives show top-dose activity change, negative = inhibition, actives largely listed as inhibitors. Transcreener GDP fluorescence polarization, RGS4-accelerated GTP hydrolysis; note: % is set by controls: 0 for no effect and ±100 for the full control effect; nearly all actives have a fitted effect of over 75% in size; some results filed as inactive show a strong effect at the top dose
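MLSMR compounds (23 nl, pin-transferred) preincubated 10 min at room temperature with a 500nM (2x) first reagent, then RGS4 at 900nM (2x) plus Transcreener GDP mix added; fluorescence polarization (620/688 nm) read before and after 90 min at 30 °C.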
12-LOX inh = ALOX12 (human) lipoxygenase inhibition | Potency, µM (top dose mostly 108 µM), without a hit: top-dose activity change, negative = inhibition, most hits filed as inhibitors | actives 1.1% (n = 580,000) | purified 12hLO, xylenol orange hydroperoxide absorbance | P18054; note: % is set by controls: 0 for no effect and ±100 for the full control effect
Target sequence (P18054 whole entry, looked up): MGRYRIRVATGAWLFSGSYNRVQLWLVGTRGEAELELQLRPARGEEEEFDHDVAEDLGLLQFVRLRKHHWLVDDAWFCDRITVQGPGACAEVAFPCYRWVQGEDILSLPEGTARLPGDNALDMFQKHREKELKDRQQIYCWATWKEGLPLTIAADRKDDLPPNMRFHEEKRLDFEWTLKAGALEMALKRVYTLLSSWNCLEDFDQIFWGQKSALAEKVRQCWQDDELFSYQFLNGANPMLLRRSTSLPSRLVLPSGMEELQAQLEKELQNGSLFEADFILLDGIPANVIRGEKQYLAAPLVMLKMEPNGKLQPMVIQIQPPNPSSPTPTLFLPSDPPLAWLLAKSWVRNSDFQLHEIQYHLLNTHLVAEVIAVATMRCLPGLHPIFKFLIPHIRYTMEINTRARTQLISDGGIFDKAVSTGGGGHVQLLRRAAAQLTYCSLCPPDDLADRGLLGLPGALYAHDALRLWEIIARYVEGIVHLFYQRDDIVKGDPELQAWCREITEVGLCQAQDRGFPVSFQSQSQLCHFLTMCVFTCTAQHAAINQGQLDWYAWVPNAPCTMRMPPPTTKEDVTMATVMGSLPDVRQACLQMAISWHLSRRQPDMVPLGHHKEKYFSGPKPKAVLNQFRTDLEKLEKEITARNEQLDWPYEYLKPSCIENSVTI
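Purified human 12hLO at 150 nM in 25 mM Hepes, 0.01% Triton X-100, pH 7.0, preincubated 15 min at room temperature with compound. Reaction started with 40 uM arachidonic acid, 30 min at room temperature. Hydroperoxide measured by Fe-xylenol orange, 573/405 nm absorbance ratio.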
Pin1 inh = human Pin1 inhibition; actives 0.009% (n = 390,000); Pin1 FP peptide displacement, HiFluor488, 10 min; Q13526; Potency, µM (highest dose often 115 µM), for inactives: at the top dose activity, negative = inhibition, usual class: inhibitors; active = well fitted inhibition curve with a large enough effect in the polarisation, with a control signal flat, not every such curve was filed as active; inconclusive = small, poorly fitted or top-dose-only effect, or effect the other way, or a change in a side signal; inactive = no such curve, though single readings can be large or run the other way; the % refers to the polarisation; note: % is set by controls: 0 for no effect and ±100 for the full control effect
Target sequence (Q13526 whole entry, looked up): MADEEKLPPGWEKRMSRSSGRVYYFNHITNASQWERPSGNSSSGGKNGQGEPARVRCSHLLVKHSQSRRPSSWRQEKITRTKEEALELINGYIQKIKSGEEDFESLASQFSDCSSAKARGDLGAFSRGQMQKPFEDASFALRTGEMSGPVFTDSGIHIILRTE
GLS inhibitor = blocks human kidney-isoform glutaminase activity; O94925; GLS enzymatic activity, qHTS titration; Potency, µM (doses to about 45.5 µM), inactives show at the highest dose activity change, negative = inhibition, actives largely listed as inhibitors; actives 0.21% (n = 410,000); note: % is set by controls: 0 for no effect and ±100 for the full control effect
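Read-out is an Amplex red fluorescence increase coupled through glutamate oxidase and HRP, measured before and after 30 min room-temperature incubation. hKGA is in 45 mM KH2PO4 (pH 8.2) with 0.02% Tween-20; glutamine added as 1mM solution.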
ERG-DNA inh = blocks human ERG Ets domain binding to DNA; P11308; fluorescence polarization, His-ERG Ets domain / labelled DNA; Potency, µM (top dose mostly 76.9 µM), without a hit: at the top dose FP activity, negative = inhibition, most hits filed as inhibitors; actives 0.028% (n = 370,000); AID 624246; active = well fitted inhibition curve with a large enough effect in the polarisation, with a control signal flat; inconclusive = small, poorly fitted or top-dose-only effect, or effect the other way, or a change in a side signal; inactive = no such curve, though single readings can be large or run the other way; the % refers to the polarisation;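 note: polarization taken with two DNA probes labelled with fluorescein and Texas red; % of control where 0% means no effect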
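His-tagged ERG Ets domain (1 uM in the protein solution; 300mM KCl, 50mM Tris-HCl, 1mM EDTA, 1mM DTT, pH 7.5) received compound, then a probe mix of 5 nM fluorescein-DNA and 100nM Texas-615-DNA. Fluorescence polarization was read for both dyes.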
PGK inhibitor = inhibitors of T. brucei phosphoglycerate kinase. P07378. PGK/GAPDH coupled, Kinase-Glo luminescence, 60 min. Potency, µM (doses to about 57.5 µM), inactives show top-dose activity change, negative = inhibition, usual class: inhibitors. actives 0.043% (n = 380,000); note: % is set by controls: 0 for no effect and ±100 for the full control effect; nearly all actives have a fitted effect of over 60% in size
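Recombinant glycosomal PGK reaction used 1,3-bisphosphoglycerate generated in-well by GAPDH (100nM final) in 100mM TEA pH 7.6, 5mM MgCl2, 0.01% Tween-20. After 60 minutes at room temperature, ATP was read by Kinase-Glo Plus luminescence end-point.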
JMJD2A Tudor inh = JMJD2A Tudor domain (human) inhibition | Potency, µM (series often up to 114 µM), without a hit: at the highest dose activity change, negative = inhibition, most hits filed as inhibitors | actives 4.4% (n = 390,000) | O75164 | AlphaScreen JMJD2A-Tudor / H3K4me3 peptide binding; note: % is set by controls: 0 for no effect and ±100 for the full control effect; nearly all actives have a fitted effect of over 50% in size
rTrxR1 inhibitor = inhibitors of rat thioredoxin reductase 1; actives 1% (n = 390,000); recombinant rTrxR1, NADPH fluorescence consumption, selenite substrate; Potency, µM (top dose mostly 114 µM), for the others: at the top dose activity change, negative = inhibition, hits mostly inhibitors; O89049; note: % is set by controls: 0 for no effect and ±100 for the full control effect; nearly all actives have a fitted effect of over 65% in size
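Rat TrxR1 (90 nM in the dispensed reagent) was pre-reduced with 400 uM NADPH for 5 min at room temperature, then incubated with compound for 15 min. After 400 uM selenite was added, NADPH fluorescence (Ex 340/Em 450 nm) was followed for 8 min.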
* = called active by the depositor; i = inactive; ? = inconclusive; . = not tested or not shown; & = joins results of further samples; [ ] = dose if it differs, or a comment. Unless noted, calls come from the whole dose curve; as a rule, active = well fitted curve in the direction sought with a large enough effect; inconclusive = small, poorly fitted or top-dose-only effect, or another doubt; inactive = no such curve, though single readings can be large; an effect the other way counts as inactive or inconclusive. Potency is the fitted concentration of half-maximal effect. Some of the compounds tested. The share of hits here may be higher or lower than overall.

Molecule | rTrxR1 inhibitor | RGS4 inhibitor | HP1b chromo inh | ERG-DNA inh | GLS inhibitor | JMJD2A Tudor inh | 12-LOX inh | PGK inhibitor | Pin1 inh
Cc1ccccc1NC(=S)NCc1ccc(Cl)cc1 | 9%[57.1 µM] | -34% | 26% | 3% | 11% | -9% | ? | 5% | -2%
O=C(N/C(=C\c1ccc([N+](=O)[O-])cc1)C(=O)N1CCCCC1)c1ccccc1 | -7%[57.1 µM] | 7% | 19% | 5% | 6% | -17% | -27% | 2% | -15%
O=c1ccc2cc(S(=O)(=O)N3CCN(c4ccc(Cl)cc4)CC3)ccc2o1 | 13%[57.1 µM] | -12% | 8% | 4% | 1% | -10% | 0% | -8% | -7%
CC(C)C12CN3CC(C(C)C)(CN(C1)C3c1ccccc1)C2O (stereo unspecified) | 2% | 7% | 11% | . | 19% | -26% | -8% | -4% | -2%
COc1cccc(NC(=O)CSc2nc(=O)n(Cc3ccncc3)c3c2CCC3)c1 | -5%[57.1 µM] | 6% | 7% | -2% | 0% | -7% | -2%&-8% | -8% | -1%
CC1CCCCN1C(=O)c1ccc(S(=O)(=O)N2CCCCC2C)cc1 (stereo unspecified) | 10%[0.457 µM] | -9% | 49%[activator] | -19% | -13% | 2% | -14% | -12% | 0%
CCOC(=O)CC(NC(=O)c1cc2cc(Br)ccc2oc1=O)c1cccc([N+](=O)[O-])c1 (stereo unspecified) | -10% | -2% | 6% | 11% | -5% | -20% | 2% | -7% | -1%
O=C(NCCN1CCOCC1)/C(=C/c1ccco1)NC(=O)c1ccccc1 | -23% | 12% | 12% | -6% | 5% | -14% | 12% | -1% | 1%
CCCCN(C)C(=O)c1ccc2c(=O)n3nc(Nc4cc(C)ccc4C)sc3nc2c1 | 1% | -27% | -2% | 9% | 8% | -29% | 2% | i | -1%
O=C(N/C(=C\c1ccco1)C(=O)N1CCOCC1)c1ccccc1Cl | -1% | -5% | 16%[57 µM] | 2% | 0% | -2% | -1% | i | -2%
CC(C(=O)Nc1ccc(N(C)C)cc1)N1C(=O)c2ccccc2S1(=O)=O (stereo unspecified) | -10% | -5% | ? | 10% | 35%[activator] | 45µM* | -8% | -7% | -8%
Cc1ccc(N2CC(C(=O)OCc3ccccc3F)CC2=O)cc1 (stereo unspecified) | 12%[57.1 µM] | 9% | 29% | -7% | 5% | 22% | 0% | -5% | 9%

Other results
Molecule | rTrxR1 inhibitor | RGS4 inhibitor | HP1b chromo inh | ERG-DNA inh | GLS inhibitor | JMJD2A Tudor inh | 12-LOX inh | PGK inhibitor | Pin1 inh
CCOC(=O)c1c(-c2ccc(OC)cc2)csc1/N=C/C1=C(O)CCCC1=O | -7% | -30% | -9% | 12% | 7% | ? | -2% | 2% | ?
CC1CCN(CCc2nc3cc(NC(=O)COc4ccccc4)ccc3n2C)CC1 | 2% | 8% | 15% | 8% | 11% | -25% | 3% | -15% | -4%
O=C(O)c1cccc2c1Oc1ccccc1S2(=O)=O | 8%[57.1 µM] | -32% | 32% | -4% | -7% | -1% | -3% | 0% | -9%
O=C(NCc1ccccc1)C1CCN(S(=O)(=O)c2cccc3cccnc23)CC1 | 14% | -3% | 54%[activator] | -1% | -6% | -14% | -6% | -12% | -1%
COC(=O)c1ccc(CSc2ncnc3sc(C)c(C)c23)o1 | -24% | -15% | 20% | . | 0% | -7% | 2% | -2% | 2%
COc1ccc2nc(C)cc(Nc3ccc(N4CCN(C)CC4)cc3)c2c1 | 27% | 8% | 14% | -7% | -13% | -36% | 4% | -10% | -12%
Fc1ccc(CNc2nc3c(-c4ccc(F)cc4)nnn3c3ccccc23)cc1 | 19% | -8% | 29% | 3% | 2% | -5% | -19% | -11% | 4%
CCN1C(=O)C(CC(=O)Nc2ccc(OC)cc2)N(CCc2ccccc2)C1=S (stereo unspecified) | 13%[57.1 µM] | -15% | 15% | -2% | -9% | -20% | -26% | -7% | 0%

In a second layout: results already given.
Order of results – rTrxR1 inhibitor	RGS4 inhibitor	HP1b chromo inh	ERG-DNA inh	GLS inhibitor	JMJD2A Tudor inh	12-LOX inh	PGK inhibitor	Pin1 inh
Cc1ccccc1NC(=S)NCc1ccc(Cl)cc1
  9%[57.1 µM]	-34%	26%	3%	11%	-9%	?	5%	-2%
O=C(N/C(=C\c1ccc([N+](=O)[O-])cc1)C(=O)N1CCCCC1)c1ccccc1
  -7%[57.1 µM]	7%	19%	5%	6%	-17%	-27%	2%	-15%
O=c1ccc2cc(S(=O)(=O)N3CCN(c4ccc(Cl)cc4)CC3)ccc2o1
  13%[57.1 µM]	-12%	8%	4%	1%	-10%	0%	-8%	-7%
CC(C)C12CN3CC(C(C)C)(CN(C1)C3c1ccccc1)C2O (stereo unspecified)
  2%	7%	11%	.	19%	-26%	-8%	-4%	-2%
COc1cccc(NC(=O)CSc2nc(=O)n(Cc3ccncc3)c3c2CCC3)c1
  -5%[57.1 µM]	6%	7%	-2%	0%	-7%	-2%&-8%	-8%	-1%
CC1CCCCN1C(=O)c1ccc(S(=O)(=O)N2CCCCC2C)cc1 (stereo unspecified)
  10%[0.457 µM]	-9%	49%[activator]	-19%	-13%	2%	-14%	-12%	0%
CCOC(=O)CC(NC(=O)c1cc2cc(Br)ccc2oc1=O)c1cccc([N+](=O)[O-])c1 (stereo unspecified)
  -10%	-2%	6%	11%	-5%	-20%	2%	-7%	-1%
O=C(NCCN1CCOCC1)/C(=C/c1ccco1)NC(=O)c1ccccc1
  -23%	12%	12%	-6%	5%	-14%	12%	-1%	1%
CCCCN(C)C(=O)c1ccc2c(=O)n3nc(Nc4cc(C)ccc4C)sc3nc2c1
  1%	-27%	-2%	9%	8%	-29%	2%	i	-1%
O=C(N/C(=C\c1ccco1)C(=O)N1CCOCC1)c1ccccc1Cl
  -1%	-5%	16%[57 µM]	2%	0%	-2%	-1%	i	-2%
